From PubChem BioAssay
proCasp7 act: counter-screen for procaspase-3 activators: activators of human procaspase-7 | P55210 | recombinant procaspase-7, Ac-DEVD-pNA absorbance 405 nm; D23A/D198A/D206A triple mutant, cannot self-cleave; scale: DMSO 0, 5 µM enzyme 100 | activation, % at 8.5 µM | 0.093% of 330,000 active | AID 463210;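 active means percent activation above the screen-wide mean plus 3 SD, cut at about 25% in these data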
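System: Procaspase-7 triple mutant (PC-7 D3A); measure: % activation from two-timepoint absorbance difference, scaled to controls; times: 1 h compound preincubation, 2 h substrate cleavage, 25 °C; also added: Ac-DEVD-pNA substrate, 400 µM as added; measured by: Epi-absorbance of released pNA at 405 nm, two timepoints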
CIT2-GFP yeast: modulators of TOR pathway CIT2-GFP in S. cerevisiae. GFP response vs DMSO, % at 10 µM. 0.065% of 320,000 active. S. cerevisiae CIT2-GFP strain, flow cytometry, 3 h; 100 means same as DMSO wells. AID 2029;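 active means GFP response relative to DMSO above a set limit, near the screen mean plus 3 SD, cut at about 150% in these data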;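 further: ratio of well median GFP fluorescence to mean of DMSO wells on the plate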
LAP4 TOR yeast: yeast TOR pathway LAP4-GFP modulation | S. cerevisiae LAP4-GFP multiplex, flow cytometry GFP, 3 h; median GFP as percent of DMSO wells | GFP response vs DMSO, % at 10 µM | 0.34% of 320,000 active | AID 2023;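 active means GFP response vs DMSO above a set limit, about the screen mean plus 3 SD, cut at about 150% in these data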
AGP1-GFP MLPCN: alters AGP1-GFP fluorescence in TOR pathway yeast screen; GFP response vs DMSO, % at 10 µM; S. cerevisiae AGP1-GFP multiplex flow cytometry, 3 h; GFP as percent of DMSO wells; 0.02% of 320,000 active;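 active means GFP response relative to DMSO above a set limit, near screen average plus 3 SD, cut at about 150% in these data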;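 further: median GFP channel fluorescence of the gated AGP1 strain per well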
MEP2-GFP yeast: modulators of TOR pathway MEP2-GFP in S. cerevisiae; S. cerevisiae MEP2-GFP strain, flow cytometry GFP, 3 h; 100% = DMSO control level; GFP response vs DMSO, % at 10 µM; 0.51% of 330,000 active; AID 2016;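 active means GFP response versus DMSO above a set limit, roughly screen mean plus 3 SD, cut at about 180% in these data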;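 further: median GFP fluorescence of the barcode-gated MEP2-GFP cells per well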
AHR act: activators of human aryl hydrocarbon receptor | AID 2796 | AHR-responsive luciferase reporter cells, luminescence | activation, % at 5 µM | P35869 | 2.5% of 320,000 active; in the data active means activation above about 47%;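 further: 0% = vehicle wells and 100% = reference agonist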
Target sequence (P35869 whole entry, looked up): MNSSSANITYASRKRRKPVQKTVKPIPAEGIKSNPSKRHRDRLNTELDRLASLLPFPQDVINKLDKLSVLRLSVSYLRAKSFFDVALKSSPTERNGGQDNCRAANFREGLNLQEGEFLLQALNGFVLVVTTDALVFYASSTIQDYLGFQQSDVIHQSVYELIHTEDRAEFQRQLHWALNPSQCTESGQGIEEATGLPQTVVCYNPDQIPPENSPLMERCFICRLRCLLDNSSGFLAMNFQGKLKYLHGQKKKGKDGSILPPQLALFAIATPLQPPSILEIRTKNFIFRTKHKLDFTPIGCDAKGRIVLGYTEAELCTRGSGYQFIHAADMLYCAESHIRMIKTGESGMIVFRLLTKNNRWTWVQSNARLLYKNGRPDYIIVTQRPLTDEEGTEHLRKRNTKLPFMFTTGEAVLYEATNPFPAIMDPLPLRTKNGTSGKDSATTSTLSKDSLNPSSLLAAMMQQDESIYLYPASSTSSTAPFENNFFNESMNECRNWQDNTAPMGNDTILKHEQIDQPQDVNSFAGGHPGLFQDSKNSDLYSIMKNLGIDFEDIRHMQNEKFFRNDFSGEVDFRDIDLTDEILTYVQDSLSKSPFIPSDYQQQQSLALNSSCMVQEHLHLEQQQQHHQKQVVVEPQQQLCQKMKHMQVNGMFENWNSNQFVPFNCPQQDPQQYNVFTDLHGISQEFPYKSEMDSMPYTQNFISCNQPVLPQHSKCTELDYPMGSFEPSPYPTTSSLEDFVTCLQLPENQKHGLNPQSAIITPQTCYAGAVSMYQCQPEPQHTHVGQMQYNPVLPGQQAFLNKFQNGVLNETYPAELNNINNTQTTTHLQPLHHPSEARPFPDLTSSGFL
RPL19A-GFP yeast: yeast TOR pathway RPL19A-GFP modulation; 0.3% of 330,000 active; S. cerevisiae RPL19A-GFP strain, flow cytometry, 3 h; active compounds read low; percent response vs DMSO, % at 10 µM;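 active means percent response vs DMSO below 50%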;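 further: median channel GFP fluorescence of the barcoded RPL19A-GFP strain; ratio of sample median GFP to plate DMSO average so 100% = DMSO; lower means less RPL19A-GFP as with rapamycin TOR inhibition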
proCasp3 act: activates human procaspase-3; activation, % at 8.5 µM; 0.11% of 330,000 active; P42574; recombinant procaspase-3 D3A, Ac-DEVD-pNA absorbance 405 nm;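 active means activation above the mean of all tested compounds plus 3 SD, cut at about 21% in these data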;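 further: 0% = DMSO alone and 100% = DMSO wells spiked with extra 5 µM PC-3 D3A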
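Assay system – Procaspase-3 D3A mutant, all three cleavage aspartates alanine · Controls – DMSO-only low control, 5 µM PC-3 D3A high control · Schedule – 1 h compound preincubation, 2 h substrate hydrolysis at 25 °C · Signal – 405 nm absorbance of p-nitroaniline, reads at 0 and 120 min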
Numbers without * were called inactive; · = no result given.

structure,LAP4 TOR yeast,CIT2-GFP yeast,proCasp7 act,proCasp3 act,RPL19A-GFP yeast,AGP1-GFP MLPCN,MEP2-GFP yeast,AHR act
O=C(O)c1ccc(Cl)c(S(=O)(=O)NC(Cc2c[nH]c3ccccc23)C(=O)O)c1 (stereo unspecified),104,111,-6,6,102,105,110,18
CCCCOC(=O)Nc1ccc(S(=O)(=O)Nc2cc(C)nc(C)n2)cc1,98,102,4,0,99,101,99,-2
CS(=O)(=O)N1N=C(c2cccs2)CC1c1ccccc1O (stereo unspecified),102,102,-2,2,99,107,100,0
CCCSCC(=O)Nc1ncc2c(n1)-c1ccccc1CC2,112,96,-3,-3,107,100,105,8
CCCc1c(C(=O)N/N=C/c2sccc2C)nnn1-c1nonc1N,93,111,-6,-3,99,98,108,28
Cc1ccc(S(=O)(=O)Nc2cc(S(=O)(=O)N3CCOCC3)ccc2NCC2CCCO2)cc1 (stereo unspecified),102,103,5,-7,99,103,101,0
Cc1cccc(C)c1Nc1nnc(SC/C(O)=C(\C#N)c2nc3ccccc3[nH]2)s1,93,94,-3,2,104,100,103,38
CC(C)CN(C(=O)C(C)N1C(=O)c2ccccc2C1=O)c1c(N)n(Cc2ccccc2)c(=O)[nH]c1=O (stereo unspecified),100,89,4,7,94,101,94,4
Cc1nc(C(=O)NNC(=O)c2ccc(C(F)(F)F)cc2)cs1,107,104,3,-6,97,106,97,0
COc1ccc(CCNCC(O)COc2c(C)cccc2C)cc1OC (stereo unspecified),91,97,·,·,101,95,105,·

The list goes on.
structure,LAP4 TOR yeast,CIT2-GFP yeast,proCasp7 act,proCasp3 act,RPL19A-GFP yeast,AGP1-GFP MLPCN,MEP2-GFP yeast,AHR act
O=C(Cn1cccc1C(=O)c1ccccc1)NCCC1=CCCCC1,90,98,8,-4,51,23,158,7
COc1ccc(OC)c(/C=C/C(=O)Nc2ccc3c(c2)CCC3)c1,104,96,7,-1,99,93,104,31
CC#CC(=O)N1CCC(n2nccc2NC(=O)c2ccc3c(c2)OCO3)CC1,74,109,-6,5,102,95,94,1
COc1ccc(S(=O)(=O)N2CCOCC2)cc1NC(=O)CC1CC2CCC1C2 (stereo unspecified),102,101,-8,10,98,99,99,0
CCN(CC)CCCN1C(=O)C(=O)/C(=C(/O)c2ccc(OC)cc2)C1c1ccco1 (stereo unspecified),100,95,-47,-10,95,97,96,0
Cc1ccc(-c2csc3ncnc(Nc4ccc(N5CCOCC5)cc4)c23)cc1,131,81,-14,-5,94,93,92,78*
COC(=O)CSc1nc2ccc(C)cc2[nH]1,101,92,7,-1,93,95,96,29
CCOC(=O)CSC1=C(C#N)C(c2ccc(C)cc2)C2=C(CCCC2=O)N1 (stereo unspecified),106,98,-2,-3,103,108,106,1
CCOc1cc2[nH]c(=S)n(Cc3ccc(C(=O)NCCCN(CC)CC)cc3)c(=O)c2cc1OCC,108,106,1,3,104,98,113,5
O=C(c1ccccc1)N1CCC(c2nc(-c3ccc(S(=O)(=O)NCC4CCCO4)cc3)no2)CC1 (stereo unspecified),95,101,0,4,98,97,93,-4

Other entries.
structure,LAP4 TOR yeast,CIT2-GFP yeast,proCasp7 act,proCasp3 act,RPL19A-GFP yeast,AGP1-GFP MLPCN,MEP2-GFP yeast,AHR act
NS(=O)(=O)c1cccc(NC(=O)/C=C/c2cccs2)c1,100,100,11,2,96,101,99,40
N/C(=N\OC(=O)N1c2ccccc2Sc2ccccc21)c1ccccc1,114,107,-19,-7,105,84,108,-1
Cc1cc(NC(=O)CCS(=O)(=O)c2ccc(F)cc2)no1,108,99,-3,-7,99,108,99,0
COCCCn1c(-c2ccccc2)nc2ccccc2c1=O,102,105,0,4,100,104,103,-3
Cc1ccc(CSc2nnc3nc(C)cc(C)n23)cc1,96,104,-1,0,98,107,103,-7
CCn1nc(C(=O)O)c(=O)c2cc3c(cc21)OCO3,98,85,3,3,96,87,90,-1
COC(=O)c1cnn2c1C(=O)N(Cc1cccs1)CC2,99,99,5,-4,101,105,100,0
CCOC(=O)c1sc(NC(=O)CSc2n[nH]c(-c3ccccc3)n2)c(C#N)c1C,111,101,-15,-15,97,105,108,22
COCCCNC(=O)COc1ccc(-c2nccc(-c3ccccn3)n2)cc1,78,87,9,10,86,83,90,-16
Cc1cc(NC(=O)C(C)SCC(=O)OCC(=O)N(C)c2ccccc2)no1 (stereo unspecified),101,92,-3,9,103,103,106,1

(cont.)
structure,LAP4 TOR yeast,CIT2-GFP yeast,proCasp7 act,proCasp3 act,RPL19A-GFP yeast,AGP1-GFP MLPCN,MEP2-GFP yeast,AHR act
COc1cccc(OC)c1C(=O)Nc1sc2c(c1C(N)=O)CCCC2,110,99,9,-9,100,106,103,49*
CN(CC(=O)Nc1ccccc1Br)C(=O)c1cc2c(s1)CCCCC2,101,96,-1,-1,98,102,102,4
CN1CCN(CCC(=O)N2c3ccccc3Sc3ccc(Cl)cc32)CC1,101,102,-8,-3,96,102,98,0
C(=C\c1nnc(-c2cccs2)o1)/c1ccccc1,121,82,-4,9,93,86,96,0
CCCn1c(C(C)Nc2nc(-c3ccc(Cl)c([N+](=O)[O-])c3)cs2)nc2ccccc21 (stereo unspecified),108,88,4,4,102,91,92,25
CCCc1nn(C)c(C(=O)Nc2cccc(CC)c2)c1Cl,100,109,3,7,102,105,100,20
Cc1cc(C)nc(SCCN2CCOCC2)n1,97,100,5,4,101,101,102,5
COc1ccc(/C=N/n2c(N)nc3ccccc32)cc1OC,101,102,-11,-1,100,107,108,39
Cc1cc(C(=O)Nc2nc3ccc(S(C)(=O)=O)cc3s2)c(C)o1,95,89,8,2,95,93,99,8
COc1ccccc1N(C)S(=O)(=O)c1ccc(Cl)c(C(=O)NCc2ccco2)c1,92,99,-6,-5,99,102,105,0

Following part:
structure,LAP4 TOR yeast,CIT2-GFP yeast,proCasp7 act,proCasp3 act,RPL19A-GFP yeast,AGP1-GFP MLPCN,MEP2-GFP yeast,AHR act
OCCCCNCc1ccc(OCc2ccc(Cl)cc2)cc1,109,98,-2,-6,100,101,99,0
CCOc1ccccc1NC(=S)N1CCN(c2cccc(C)c2C)CC1,106,94,-4,3,96,98,105,1
CN(Cc1ccccc1)S(=O)(=O)c1ccc(Cl)c(C(=O)OCC(N)=O)c1,91,92,8,12,85,91,94,3
O=C(NCc1ccc(F)cc1)C1CCN(S(=O)(=O)N2CCC3(CC2)OCCO3)CC1,100,97,-6,4,95,101,100,-1
O=C(NC1CC2CCC(C1)N2C(=O)NCc1ccccc1)NC12CC3CC(CC(C3)C1)C2 (stereo unspecified),100,99,1,-3,102,102,100,2
COCCn1c(=O)c2c(nc3n2CC(C)CN3Cc2ccccc2)n(C)c1=O (stereo unspecified),104,100,-1,4,99,105,102,3
O=C(Nc1ccc2sc3ccccc3c(=O)c2c1)c1ccccc1Cl,106,86,-6,-9,94,93,94,49*
O=C(Nc1cccc(S(=O)(=O)NC2=NCCCCC2)c1)c1cc(-c2ccncc2)nc2ccccc12,87,89,10,2,88,83,84,5
O=C(Nc1ccc(Cl)cc1)Nc1ccc(Br)cn1,107,98,-6,7,103,98,104,15
CCn1cc([N+](=O)[O-])c(C(=O)NCc2ccc(Cl)cc2)n1,92,113,-7,10,99,99,103,-2

(continued)
structure,LAP4 TOR yeast,CIT2-GFP yeast,proCasp7 act,proCasp3 act,RPL19A-GFP yeast,AGP1-GFP MLPCN,MEP2-GFP yeast,AHR act
CCOC(=O)c1cc(-c2ccc3c(c2)OCCO3)n[nH]1,112,84,11,5,86,86,95,1
COc1ccc(C)cc1Nc1n[n+](-c2ccccc2)c(-c2cc([N+](=O)[O-])cc(OC)c2O)s1,96,87,-6,-12,103,84,101,10
C/C(=N\NC(N)=S)c1ccc(-n2ccnc2)cc1,99,108,-17,-10,111,96,106,113*
CC(=O)Nc1ccc(N2C(=O)c3ccc(C(=O)Nc4nnc(SCc5ccc(F)cc5)s4)cc3C2=O)cc1,91,101,0,4,100,94,103,0
Cc1nc(CN2CCCCC2)cc(=O)[nH]1,99,91,11,0,95,105,103,6
Cc1c(C=O)c2ccccc2n1CCOc1ccccc1,79,90,3,15,95,82,96,4
CN1CC[C@]2(CCN3CCc4c(oc5ccccc45)[C@@H]3C2)N(C)C1=O,128,93,4,4,100,90,100,4
CCN(CC(=O)NCc1ccc(F)cc1)C(=O)C1CCN(C(=O)Nc2ccccc2)CC1,102,94,10,-10,96,97,98,0
CCc1ccc(NC(=O)CSc2ccc(-c3sc(C)nc3C)nn2)cc1,101,96,9,8,106,96,104,16
CC(=O)c1cc(-c2ccccc2)n(CC(=O)NCc2cccs2)c1C,96,98,1,-7,99,95,98,3

Later entries
structure,LAP4 TOR yeast,CIT2-GFP yeast,proCasp7 act,proCasp3 act,RPL19A-GFP yeast,AGP1-GFP MLPCN,MEP2-GFP yeast,AHR act
Cc1cc(NC(=O)COc2ccccc2)ccc1Cl,93,91,8,-3,102,96,97,-4
CC(NC(=O)CN1C(=O)NC2(CCCC2)C1=O)c1ccc(Cl)cc1Cl (stereo unspecified),88,135,4,6,99,86,102,0
O=c1[nH]c(=O)n(Cc2ccccc2)c2c1CCC2,93,103,-4,9,102,98,102,0
O=C(NCCc1c[nH]c2ccccc12)C(=O)NCC(c1ccco1)N1CCN(c2ccc(F)cc2)CC1 (stereo unspecified),110,80,-8,7,103,99,144,5
C=CCN=C1NN=C(c2ccc3c(c2)OCCO3)CS1,101,101,-14,-17,99,102,103,-3
